Compound activity deposited in PubChem by Broad Institute.
RAD54 inh = inhibitors of human RAD54 branch migration, primary screen, biochemical, fluorescence, single point; DNA repair and recombination protein RAD54-like (Homo sapiens), Q92698; RAD54 Holliday junction branch migration, FAM/BHQ fluorescence; inhibition, % at 10.4 µM; hit rate 0.14% among 360,000; AID 602329, 2012;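 active = mean normalized replicate activity at least 40 and at least half of replicates scoring 40 or more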;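 note: 0% = median of neutral control wells and 100% = median of positive control wells; inhibitors cause a drop in the FAM fluorescence signal; in these data hits start at about 50%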
Casp6 inh = human caspase-6 inhibitors, primary screen, biochemical, VEID-R110 fluorescence, single point, set 2; P55212; purified caspase-6, Z-VEID-R110 cleavage fluorescence; inhibition, % at 12.5 µM; hit rate 0.53% among 350,000; AID 686996, 2013;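 active = mean inhibition across replicates at least about 35%, with every replicate also reaching that limit, limit read from the data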;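 note: 0% = median of neutral control wells and 100% = no fluorescence left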
ERp5 block = inhibitors of ERp5-driven insulin aggregation, primary screen, biochemical, turbidity, absorbance 650 nm, single point; hit rate 0.05% among 350,000; AID 651711, 2012; inhibition, % at 9.99 µM; 90 min; Protein disulfide-isomerase A6 (Homo sapiens), Q15084;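 active = mean replicate inhibition above about 25%, with every replicate also reaching it, limit read from the data, passing the limit was not always enough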
PglD inh = C. jejuni PglD acetyltransferase inhibitors, primary screen, biochemical, DTNB colorimetric, single point | UDP-N-acetylbacillosamine N-acetyltransferase PglD (Campylobacter jejuni) | purified PglD enzyme, DTNB colorimetric CoA detection | inhibition, % at 12.5 µM | hit rate 0.098% among 360,000 | AID 602405, 2012; in the data active = inhibition above about 16%, passing the limit was not always enough; note: strong numbers were not always called active
E-sel inducer = E-selectin induction in HUVECs, primary screen, imaging, HUVEC, immunofluorescence imaging, single point | AID 686992, 2013 | hit rate 0.37% among 260,000 | P16581 | normalized: neutral wells 0, TNF-alpha wells 100 | activation, % at 7.58 µM;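 active = mean E-selectin-positive cell signal at least 10% of the positive control, reached in at least 60% of replicates, without over 20% cell loss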;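 note: in these data hits start at about 27%; measured in HUVEC primary endothelial cells; signal is the percent of cells scored E-selectin positive by PE staining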
Target sequence (P16581 whole entry, looked up): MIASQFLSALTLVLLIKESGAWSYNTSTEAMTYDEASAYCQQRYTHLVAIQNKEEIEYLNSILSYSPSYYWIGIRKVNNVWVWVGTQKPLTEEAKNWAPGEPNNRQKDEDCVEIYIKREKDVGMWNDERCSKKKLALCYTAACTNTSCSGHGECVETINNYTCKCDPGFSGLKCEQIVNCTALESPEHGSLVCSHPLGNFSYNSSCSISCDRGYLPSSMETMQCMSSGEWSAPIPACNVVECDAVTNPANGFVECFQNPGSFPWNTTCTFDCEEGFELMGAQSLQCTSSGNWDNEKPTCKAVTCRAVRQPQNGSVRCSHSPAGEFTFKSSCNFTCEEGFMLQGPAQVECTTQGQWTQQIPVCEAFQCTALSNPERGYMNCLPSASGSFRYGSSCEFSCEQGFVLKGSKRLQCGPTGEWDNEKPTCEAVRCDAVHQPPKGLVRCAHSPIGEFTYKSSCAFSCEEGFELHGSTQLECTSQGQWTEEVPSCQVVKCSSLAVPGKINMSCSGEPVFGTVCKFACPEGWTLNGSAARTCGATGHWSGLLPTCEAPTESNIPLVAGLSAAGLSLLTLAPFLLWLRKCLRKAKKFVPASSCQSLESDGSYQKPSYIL
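Test system: HUVEC | Signal: Immunofluorescence imaging | Read-out: Percent E-selectin-positive cells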
RAD52 inh = RAD52 DNA annealing inhibitors, primary screen, biochemical, FRET, single point, set 2; recombinant RAD52 DNA annealing, FRET fluorescence; DNA repair protein RAD52 homolog (Homo sapiens), P43351; inhibition, % at 18.7 µM; hit rate 0.46% among 360,000;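 active = every replicate showing at least 50% inhibition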
Target sequence (P43351 whole entry, looked up): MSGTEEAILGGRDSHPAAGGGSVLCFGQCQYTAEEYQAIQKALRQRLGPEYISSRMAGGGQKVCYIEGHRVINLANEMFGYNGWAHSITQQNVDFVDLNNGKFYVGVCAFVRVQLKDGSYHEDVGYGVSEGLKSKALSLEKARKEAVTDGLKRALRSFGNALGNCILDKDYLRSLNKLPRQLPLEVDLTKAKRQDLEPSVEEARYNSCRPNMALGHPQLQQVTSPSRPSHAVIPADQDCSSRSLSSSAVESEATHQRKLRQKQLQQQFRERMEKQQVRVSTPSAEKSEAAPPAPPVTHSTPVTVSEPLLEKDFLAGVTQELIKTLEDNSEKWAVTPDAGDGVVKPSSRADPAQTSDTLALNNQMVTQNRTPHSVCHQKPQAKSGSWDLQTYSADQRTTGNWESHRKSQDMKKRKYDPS
ARNT TACC3 PPI = disruptors of ARNT/TACC3 protein interaction, primary screen, biochemical, AlphaScreen, single concentration. Transforming acidic coiled-coil-containing protein 3 (Homo sapiens), Q9Y6A5. AlphaScreen His-ARNT PAS-B/GST-TACC3 binding, luminescence; TACC3 fragment carries E629A point mutation. inhibition, % at 9.99 µM. hit rate 0.66% among 390,000. AID 623870, 2012;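 active = mean inhibition of replicates at least 50% and at least half of replicates each reaching 50%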;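 note: 0% = complete ARNT plus TACC3 wells and 100% = ARNT alone without TACC3; many hits fall short of the cut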
esBAF inh = Bmi1 luciferase reporter increase in mESCs, primary screen, esBAF inhibitor project, mouse ES cells, Bmi1 luciferase knock-in, single point | reporter increase, % at 12.5 µM | 24 h; 100% = twice the neutral-well signal | hit rate 2% among 350,000 | AID 602393, 2012; in the data active = activation above about 40%;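 note: 0% = median of the plate's neutral control wells and 100% = double that signal; a rise in the Bmi1 reporter signal indicates esBAF inhibition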
* hit, by the source's call; nt = not tested or not shown.

smiles,RAD54 inh,Casp6 inh,ERp5 block,PglD inh,E-sel inducer,RAD52 inh,ARNT TACC3 PPI,esBAF inh
CC(=O)N1C[C@H]2[C@@H](c3ccccc31)[C@@H](CO)N2C(=O)Nc1ccc(F)cc1,-7,0,-1,4,0.0,3,-5,-2
COc1ccccc1CNC(=S)Nc1ccc(F)cc1,-4,-3,3,-7,nt,-11,-2,-6
O=C(NCc1ccc2[nH]c3c(c2c1)CCCC3)c1ccc(S(=O)(=O)N2CCOCC2)cc1,12,1,4,-5,0.8,2,30,2
COc1ccc(NC(=O)Nc2ccc3c(c2)C(=O)N([C@H](C)CO)C[C@H](C)[C@@H](CN(C)C(=O)Nc2ccc(F)cc2)OCCCC[C@H](C)O3)cc1,-2,-1,-2,-4,0.2,18,6,3
CC(C)C#Cc1cnc2c(c1)C(=O)N([C@H](C)CO)C[C@H](C)[C@H](CN(C)C(=O)c1cnccn1)O2,7,0,2,3,2.0,16,-10,0
c1ccc(Sc2ncnc3c2oc2ccccc23)cc1,2,nt,nt,-1,nt,nt,4,71*
COc1ccc(S(=O)(=O)N(C)C[C@@H]2OCCCC[C@@H](C)Oc3ccc(NS(=O)(=O)c4ccc(C)cc4)cc3C(=O)N([C@@H](C)CO)C[C@@H]2C)cc1,0,0,-3,-4,-0.1,6,-13,0
CC(C)(C)OC(=O)N1CCC(c2c(C(=O)O)cnn2-c2ccccc2)CC1,2,2,7,1,nt,-18,-7,-3
CCC(=O)Nc1ccc2c(c1)C(=O)N(C)C[C@@H](OC)[C@@H](C)CN(CC1CC1)[C@@H](C)CO2,-1,3,3,-5,-0.2,8,-7,-2
COc1ccc(CCNC(=O)c2cccc(NC(=O)CC3SC(N4CCCCC4)=NC3=O)c2)cc1OC (stereo not given),1,3,0,3,nt,-37,3,0
CCO[C@@H]1OC(C(=O)O)=C[C@H](c2cn(C(C)=O)c3ccccc23)[C@H]1CCCO,0,nt,nt,4,-0.1,nt,-2,-5
COc1ccccc1-n1c(CNC(=O)c2ccc(S(=O)(=O)N3CCCCC3)cc2)n[nH]c1=S,-14,40*,6,2,0.2,4,1,-1
COc1ccc(OCCN2CCOCC2)cc1,-2,-2,-1,-2,nt,8,0,-8
C/C(CCC(C)C)=N\NC(=S)NCc1ccccc1,nt,1,-4,nt,0.2,2,8,nt
Cc1nnc(C)n1N1C(=O)c2cccc3cccc(c23)C1=O,6,1,1,-6,nt,-1,3,1

Ordered by the number under Casp6 inh (descending): 3 of the compounds above
mol,Casp6 inh
CC(C)(C)OC(=O)N1CCC(c2c(C(=O)O)cnn2-c2ccccc2)CC1,2
COc1ccc(S(=O)(=O)N(C)C[C@@H]2OCCCC[C@@H](C)Oc3ccc(NS(=O)(=O)c4ccc(C)cc4)cc3C(=O)N([C@@H](C)CO)C[C@@H]2C)cc1,0
COc1ccc(NC(=O)Nc2ccc3c(c2)C(=O)N([C@H](C)CO)C[C@H](C)[C@@H](CN(C)C(=O)Nc2ccc(F)cc2)OCCCC[C@H](C)O3)cc1,-1

(cont.)
smiles,RAD54 inh,Casp6 inh,ERp5 block,PglD inh,E-sel inducer,RAD52 inh,ARNT TACC3 PPI,esBAF inh
Cc1cc([N+](=O)[O-])cc([N+](=O)[O-])c1NCC(C)C,1,5,2,-3,nt,-3,3,nt
Cc1ccc(S(=O)(=O)Nc2cc3c(cc2C#N)OCO3)cc1C(N)=O,-15,-2,-4,-3,-0.1,-7,-1,-4
O=C1Nc2c(c(=O)[nH]c(=O)n2-c2ccc(F)cc2)C1(NS(=O)(=O)c1ccccc1)C(F)(F)F (stereo not given),6,-1,-10,-4,nt,-8,-5,-4
Cn1ncc(C(=O)N=S(C)(=O)c2ccccc2)c1[N+](=O)[O-] (stereo not given),nt,-2,3,nt,0.0,0,-6,-6
CCCNC(=O)Nc1ccc2c(c1)C(=O)N(C)C[C@@H](OC)[C@@H](C)CN(Cc1cccnc1)[C@@H](C)CO2,8,2,-5,0,2.5,-1,-4,-3
O=C(c1ccco1)N1CCCC(c2ccccc2)C1 (stereo not given),-19,nt,nt,1,nt,nt,-4,4
COc1ccccc1CNC(=O)C1CC(=O)N(c2ccc(C)c(C)c2)C1 (stereo not given),-8,1,0,-8,nt,-10,-2,-1
Cc1ccc(S(=O)(=O)Nc2cccc3c2O[C@H](CN(C)Cc2ccncc2)[C@H](C)CN([C@H](C)CO)C3=O)cc1,10,2,4,-1,0.0,-7,nt,0
Cc1cc(C)nc(Sc2c(C)nn(-c3ccccc3)c2C)n1,-2,nt,nt,-2,nt,nt,-3,4
Cc1ccc(C(=O)c2oc3nc(C)cc(C)c3c2N)cc1,9,nt,nt,-9,nt,nt,-2,3
COc1ccc2c3n([n+]([O-])c2c1)CCN=C3c1cc(Cl)c(N)c(Cl)c1,7,3,4,-7,0.0,-18,8,-2
Cc1ccnc(NC(=O)c2cccs2)c1,-1,nt,nt,-4,nt,nt,-9,35
COc1ccc(NC(=O)C2COc3ccccc3O2)cc1 (stereo not given),-8,-3,2,-5,3.3,-20,-4,33
Cc1ccc(S(=O)(=O)Nc2ccc3c(c2)C(=O)N([C@@H](C)CO)C[C@@H](C)[C@@H](CN(C)Cc2ccncc2)OCCCC[C@H](C)O3)cc1,-12,-1,-1,-4,nt,-3,-5,-5
Cc1ccc(CNC(=O)c2ccc(NS(=O)(=O)c3c(C)noc3C)cc2)cc1,0,nt,nt,-3,nt,nt,-4,-9
Cn1c(SCC(=O)NC2(C#N)CCCCC2)nnc1-c1cccnc1,-1,-5,-3,-1,-0.9,8,-16,nt
CCCCC1CCC(c2ccc(C(N)=O)cc2)CC1 (stereo not given),5,0,-4,7,0.4,-11,1,nt
C[C@H]1CN([C@@H](C)CO)C(=O)c2cc(NC(=O)NC3CCCCC3)ccc2O[C@@H]1CN(C)Cc1ccc(C(F)(F)F)cc1,-11,-2,-6,-2,1.4,-5,-2,-5
CS(=O)(=O)N(CC(=O)NCCSC1CCCCC1)c1ccccc1,nt,-1,-2,nt,nt,-9,-9,nt
CCN1CCN(CCNC(=O)c2cn(C(C)c3ccccc3F)nn2)CC1 (stereo not given),-21,nt,nt,1,nt,nt,-9,-9
Cc1ccc(S(=O)(=O)N(C)C[C@@H]2Oc3c(NC(=O)CCCCCC(=O)Nc4ccccc4N)cccc3C(=O)N([C@H](C)CO)C[C@H]2C)cc1,nt,-1,1,nt,0.1,-34,nt,nt
O=C(CCNS(=O)(=O)c1ccc(Cl)cc1)N1CCC2(O)CCCCC2C1 (stereo not given),-1,nt,nt,3,nt,nt,-5,0
Cc1cccc(NC(=S)NC(=O)c2ccc(Br)o2)c1C,nt,5,1,nt,5.4,-14,-4,nt
CCOC(=O)c1cnc(SCC#N)nc1N,-10,-4,3,0,-0.2,-15,-17,2
CC(C)NC(=O)Nc1ccc2c(c1)C(=O)N(C)[C@@H]1CC[C@H](CC(=O)Nc3ccccc3)O[C@@H]1CO2,-8,0,-3,-1,-0.1,12,1,-2
Cc1ccc(N=CC2=C(O)CC(c3ccco3)CC2=O)cc1 (stereo not given),-10,nt,nt,-4,nt,nt,-4,3
CCc1c(Cc2ccccc2)ncn1CCc1ccccc1OC,nt,-4,2,nt,0.2,9,nt,nt
CCCCn1c(=O)c(CCC(=O)O)nc2ccccc21,nt,3,1,nt,-0.2,-25,-2,nt
C[C@@H]1CC[C@]2(C(=O)O)CC[C@]3(C)C(=CCC4[C@@]5(C)CC[C@H](O)[C@@](C)(C(=O)O)C5CC[C@]43C)C2[C@]1(C)O (stereo not given in full),7,1,2,1,-0.1,-1,-13,0
Nc1c(Cl)ncnc1N/N=C/c1ccc2ccccc2n1,nt,-5,-4,nt,-1.9,-34,64*,nt
CC(=O)NC(=O)c1nnn(Cc2ccccc2)c1NC(C)=O,-21,nt,nt,1,nt,nt,0,5
COc1ccc(/C=C2\SC(=S)N(CCC(=O)N(CCO)c3ccccc3)C2=O)cc1OC,-8,2,-2,10,0.0,-27,nt,-6
CCCn1nc(C(=O)NNC(=O)CCOc2ccccc2OCC)c2ccccc2c1=O,nt,1,1,nt,0.1,-1,2,-4
COc1ccc(CN(C(=O)c2ccc(-c3ccccc3)[nH]2)C(C(=O)NC(C)(C)C)c2ccncc2)cc1 (stereo not given),2,-2,9,1,nt,-83,19,4
CC(C)NC(=O)Nc1ccc2c(c1)C(=O)N([C@@H](C)CO)C[C@@H](C)[C@@H](CN(C)C(=O)CCC(F)(F)F)OCCCC[C@H](C)O2,3,2,1,-3,0.0,7,-9,nt
CN(C)CC[C@@H](c1ccc(Cl)cc1)c1ccccn1,11,0,-5,-4,1.1,-3,-6,13
COCC(=O)N1CC(=O)N2[C@@H](CO)[C@H](c3ccc(-c4ccccc4F)cc3)[C@@H]2C1,nt,1,1,nt,0.0,-6,nt,nt
COc1ccc(S(=O)(=O)N(C)C[C@H]2OCCCC[C@H](C)Oc3ccc(NC(=O)c4ccccc4)cc3C(=O)N([C@@H](C)CO)C[C@H]2C)cc1,1,-2,1,1,0.0,-72,24,-2
O=C(C[C@H]1CC[C@@H](NC(=O)Nc2ccccc2F)[C@@H](CO)O1)NCc1ccc(-c2ccccc2)cc1,nt,1,-3,nt,-1.1,15,nt,nt
CCOc1cc(CNc2ccc(O)cc2)cc(Br)c1OCc1ccccc1F,-7,nt,nt,-1,nt,nt,17,-9
O=C(c1ccccc1)N(C(=O)c1ccccc1)c1ccccc1,-11,-2,-5,3,-0.2,4,nt,21
CN(C)CC(=O)N[C@@H]1CC[C@@H](CCn2cc(C3CC3)nn2)O[C@H]1CO,-1,15,9,-1,-0.4,6,nt,-3
CCOCCOC(=O)c1ccc(-n2cncn2)nc1,2,nt,nt,6,nt,nt,15,-7
COC(=O)c1cccc(NC(=O)CSc2nncn2-c2ccccn2)c1,-11,-1,2,6,nt,-10,1,8
Cc1noc(C)c1S(=O)(=O)Nc1ccc2c(c1)CC(=O)N([C@H](C)CO)C[C@H](C)[C@@H](CN(C)CC1CCCCC1)O2,2,nt,-2,-1,-0.1,-2,4,5
Cc1ccc(-c2cc(C(=O)N/N=C/C(Br)=C/c3ccccc3)n[nH]2)o1,nt,1,0,nt,nt,-7,-2,nt
N/C(=N\OC(=O)Cc1ccccc1)c1ccc(Br)cc1,nt,-1,1,nt,-0.3,1,-8,nt
CCCC(C)NC(=O)Cc1ccccc1[N+](=O)[O-] (stereo not given),nt,0,4,nt,0.8,-6,-12,nt
C/C(=N\Nc1ccccn1)c1ccc(C(C)C)cc1,-1,0,5,-3,-1.5,-7,13,64*
C[C@H]1CN([C@@H](C)CO)C(=O)c2cc(NS(=O)(=O)c3ccc(Cl)cc3)ccc2O[C@H]1CN(C)C(=O)Nc1cccc2ccccc12,-2,0,-12,0,0.3,2,3,-1
O=C(Nc1cc(S(=O)(=O)N2CCOCC2)ccc1Cl)c1cc(=O)c2ccccc2o1,nt,2,8,nt,nt,-12,-4,nt
CC(C)C(=O)Nc1nnc(NC(=S)Nc2ccccc2)s1,-1,-1,2,3,nt,-17,5,76*
COc1ccc(NC2=NC(=S)N(c3cccc(C)c3)C23CCCCC3)cc1,4,nt,nt,-7,nt,nt,-6,-1
O=C(Cn1ncc2c3ccccc3n(Cc3ccc(Cl)cc3)c2c1=O)NCCCN1CCCC1=O,3,2,0,-3,nt,-22,0,3
COc1ccc(OC)c(NC(=O)C2CCCN(S(=O)(=O)c3c(C)nn(C)c3C)C2)c1 (stereo not given),10,1,-1,0,0.9,-2,nt,7
